# Rac1 GTP hydrolysis – MgcRacGAP GTPase-activating activity inhibitors, confirmation, biochemical, ADP Hunter fluorescence. AID 624330. inhibition, % at 30 µM, or IC50 in µM where a hit was titrated. MgcRacGAP-stimulated Rac1 GTP hydrolysis, ADP Hunter fluorescence; higher % means a stronger effect; GST-tagged Rac1 F28L mutant substrate. hit rate 0.6% among 340,000;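 active = first-screen hits whose inhibition reached a set limit at any dose in the follow-up dose series; inconclusive = inhibition above the set first-screen limit but never retested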;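 note: fluorescence reports GDP produced by GAP-driven GTP hydrolysis; strong numbers were not always called active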
# GPR55 beta-arrestin – selective activators of receptor GPR55 – imaging, U2OS cells, beta-arrestin-GFP redistribution, primary screen (AID 1961); one-dose activation, % at 10 µM; EC50 in µM for titrated hits; U2OS GPR55 beta-arrestin-GFP redistribution imaging; higher % means a stronger effect; hit rate 0.048% among 290,000;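 active = activation above 40% with more than 50 cells counted in the well; inconclusive = wells holding fewer than 50 cells, flagged as toxic or sparse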;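 note: U2OS osteosarcoma cells stably expressing GPR55 and beta-arrestin-GFP; plate controls were DMSO negative control for no effect and LPI positive control for full effect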
# NTR1 ag – NTR1-driven beta-arrestin-GFP spot formation – imaging, U2OS cells, high content, primary screen (AID 493036); P30989; hit rate 0.17% among 330,000; agonist mode; activation, % at 20 µM;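 active = activation at or above 40% of the spot to cytoplasm intensity ratio, with at least 20 cells analyzed; inconclusive = wells under 20 cells, flagged as cytotoxic or low count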;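 note: 0% = DMSO without peptide and 100% = 100 nM NTR1 peptide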
# Target sequence (P30989 whole entry, looked up): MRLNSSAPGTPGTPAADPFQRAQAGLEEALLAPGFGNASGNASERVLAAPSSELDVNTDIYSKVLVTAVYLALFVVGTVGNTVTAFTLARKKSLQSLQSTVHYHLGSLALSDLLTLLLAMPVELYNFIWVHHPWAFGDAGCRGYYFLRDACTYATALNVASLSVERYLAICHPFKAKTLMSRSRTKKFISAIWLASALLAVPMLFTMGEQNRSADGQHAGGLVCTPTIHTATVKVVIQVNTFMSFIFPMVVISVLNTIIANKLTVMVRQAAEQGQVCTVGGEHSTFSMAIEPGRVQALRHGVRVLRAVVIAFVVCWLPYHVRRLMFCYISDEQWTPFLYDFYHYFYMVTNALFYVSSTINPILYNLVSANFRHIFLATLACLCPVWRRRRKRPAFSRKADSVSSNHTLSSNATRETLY
# NOD1 NF-kB reporter – NOD1 signaling inhibitors, primary screen, cell-based, luminescence, uHTS (AID 1578). hit rate 1% among 290,000. NOD1-driven NF-kB luciferase reporter cells, luminescence; higher % means a stronger effect. one-dose inhibition, % at 4 µM; EC50 in µM for titrated hits; in the data active = inhibition mostly above about 36%, no sharp cut-off; inactive = mostly below about 34%;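 note: HEK-293T reporter cells stimulated with the NOD1 agonist gamma-tri-DAP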
# GPR55 antagonists – GPR55 antagonists blocking LPI-driven arrestin recruitment, primary screen, imaging, U2OS, beta-arrestin-GFP, LPI agonist (AID 2013). U2OS GPR55 beta-arrestin-GFP translocation imaging, LPI antagonism; higher % means a stronger effect. hit rate 0.13% among 290,000. one-dose inhibition, % at 10 µM; IC50 in µM for titrated hits;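 active = spots per cell inhibited over 60%, with over 100 cells counted and total cytoplasm intensity under 500,000; inconclusive = wells with under 100 cells, flagged as likely toxic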;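 note: U2OS cells stably carrying GPR55 and arrestin-GFP stimulated by 5 µM LPI near EC80; imaged beta-arrestin-GFP aggregate spots per cell after agonist stimulation; plate controls were LPI-stimulated DMSO wells for no effect and DMSO wells without LPI for full effect; some results filed as inactive read as strong as hits; confirmed hits need IC50 under 10 µM and bright autofluorescent wells are also inconclusive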
# KOR beta-arrestin-1 – kappa opioid receptor activators – cell-based, luminescence, uHTS, primary screen (AID 1777); hit rate 0.02% among 280,000; KOR beta-arrestin recruitment, luminescence; higher % means a stronger effect; one-dose activation, % at 10 µM; EC50 in µM for titrated hits; in the data active = activation above about 50%, passing the limit was not always enough; note: a part of the inactive calls stands beside numbers as strong as those of hits
# GPR35 antagonists – GPR35 antagonists blocking zaprinast-driven arrestin recruitment, primary screen, imaging, U2OS, beta-arrestin-GFP, zaprinast agonist (AID 2058); hit rate 0.052% among 290,000; U2OS GPR35 beta-arrestin-GFP translocation imaging, zaprinast antagonism; higher % means a stronger effect; one-dose inhibition, % at 10 µM; IC50 in µM for titrated hits;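 active = inhibition of at least 50% with at least 30 cells and total cytoplasm GFP at most 10,000,000; inconclusive = under 30 cells or total GFP of 10,000,000 plus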
# K1F lysis inhibition – protection from phage-mediated lysis, alamar blue read-out – E. coli UTI89, K1F phage, bacterial capsule biogenesis inhibitors (AID 488966); hit rate 0.02% among 340,000; inhibition, % at 100 µM; hits with a dose series show IC50 in µM; E. coli UTI89 K1F phage lysis, alamar blue, 2 h; higher % means a stronger effect;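 active = phage lysis inhibition, versus mean bacterial control, above a set limit; inconclusive = no clear call, values can overlap the other calls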;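 note: capsule biogenesis inhibitors block K1F phage lysis so surviving cells raise fluorescence; higher fluorescence means more inhibition of phage lysis; actives were called in the ten point dose series up to 300 µM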
# KOR beta-arrestin-2 – KOR antagonists, beta-arrestin recruitment, cell-based, luminescence, uHTS (AID 1778). KOR beta-arrestin recruitment, luminescence, antagonist mode; higher % means a stronger effect. one-dose inhibition, % at 10 µM; IC50 in µM for titrated hits. hit rate 0.091% among 290,000; in the data active = inhibition above about 50%; note: strong numbers were not always called active
# NTR1 ag cell count 20 µM – further read-out of NTR1 ag, marked with its call; cell count; measured here: cell count, cytotoxicity flag
# * hit, by the source's call; i = inactive; ? = inconclusive; . = no result given; [ ] = remark or other dose.
canonical_smiles,Rac1 GTP hydrolysis,GPR55 beta-arrestin,NTR1 ag,NTR1 ag cell count 20 µM,NOD1 NF-kB reporter,GPR55 antagonists,KOR beta-arrestin-1,GPR35 antagonists,K1F lysis inhibition,KOR beta-arrestin-2
Cc1ccc(-c2nnc(N3CCN(C(=O)COc4ccccc4)CC3)c3ccccc23)cc1,6.3%,0.2%,28.9,84,2.9%,-2.9%,-5.4%,2.8%,0.3%,-8.7%
CCOC(=O)c1c(NC(=O)COc2ncnc3ccccc23)sc(C)c1C,3.7%,-0.2%,2.3,76,-17.8%,7.3%,-0.2%,2.9%,0.3%,-36.9%
CCOC(=O)CNC(=O)CN1C(=O)CC(c2ccco2)Sc2ccccc21 (stereo not drawn),4.4%,0.0%,0.0,43,-17.4%,-1.7%,-0.2%,-20.1%,0.3%,-7.2%
COc1cc(C(=O)Nc2ccc3c(c2)ncn3C)cc(OC)c1OC,0.2%,0.0%,0.0,57,-3.1%,-12.7%,2.6%,-8.7%,-0.5%,-117.9%[20 µM]
CC(C)CN1C(=O)NC(NS(=O)(=O)c2ccc(N)cc2)(C(F)(F)F)C1=O (stereo not drawn),9.9%,-0.3%,3.3,38,-21.1%,6.5%,-0.7%,-1.9%,0.0%,15.8%
O=C(O)c1cc2c(ccc3ccccc32)oc1=O,4.9%,0.1%,-1.3,90,-10.1%,-0.8%,5.7%,-8.8%,0.0%,12.6%
O/N=C1\CCCc2ccc3ccccc3c21,-6.4%,-0.3%,1.1,46,-10.6%,-9.2%,7.8%,12.8%,-0.2%,-75.8%
O=C(O)C1C(c2ccccc2)C(C(=O)Oc2ccccc2)C1c1ccccc1 (stereo not drawn),2.7%,-0.2%,1.6,81,-1.0%,2.8%,-2.8%,19.9%,0.0%,-47.2%
CC1CCCN(C(=O)CSc2nnc(-c3ccco3)n2C)C1 (stereo not drawn),3.3%,0.4%,2.8,54,-46.0%,5.2%,0.2%,5.3%,0.9%,7.3%
O=[N+]([O-])c1ccc(N/N=C/c2cccc(O)c2O)c(S(=O)(=O)N2CCOCC2)c1,13.6%,0.6%,19.7,64,2.0%,-10.1%,-12.2%,-11.5%,0.6%,42.6%[20 µM]
Cc1ccc(-c2ccc(CCC(=O)O)n2-c2ccc(O)cc2)cc1,9.3%,0.0%,0.6,70,12.8%,2.2%,-1.3%,0.1%,-0.2%,12.9%
Clc1ccc(-c2nc(-c3cnccn3)no2)cc1,.,0.0%,-0.2,47,-6.4%,10.0%,-3.8%,-11.5%,.,16.6%
CC1CCCN(C(=O)C(=O)c2cn(CC(=O)N3CCCCCC3)c3ccccc23)C1 (stereo not drawn),-0.8%,0.2%,0.3,62,-14.1%,11.2%,4.7%,6.2%,0.3%,-10.2%
c1ccc(Cn2nnnc2C(c2ccncc2)N2CCOCC2)cc1 (stereo not drawn),-2.8%,-1.0%,-0.2,45,-22.4%,6.6%,5.8%,29.4%,0.0%,0.2%
CNC(=O)COC(=O)c1ccc2c(c1)S(=O)(=O)c1ccccc1C2=O,4.3%,-0.1%,-1.2,36,-23.7%,-1.1%,-4.8%,-11.4%,0.1%,-9.1%
CC(C)n1nccc1N(Cc1ccc(Cl)cc1)S(=O)(=O)c1ccccc1,-4.6%,-0.1%,6.2,50,-12.7%,2.5%,4.4%,-19.5%,0.0%,10.3%
COc1ccc(/C(=C/c2ccc(OC(F)F)c(OC)c2)C(=O)O)cc1OC,-4.4%,-0.1%,-0.3,47,-10.8%,-7.7%,-2.3%,-4.0%,4.2%,8.0%
CN(C)c1ccc(/C=N/NC(=O)Cn2nnc3ccccc32)cc1,14.7%,1.1%,1.8,47,-46.4%,4.4%,-5.2%,-7.0%,-0.8%,5.2%
O=[N+]([O-])c1ccc(NCc2ccc3c(c2)OCO3)cc1,9.6%,-0.2%,-0.2,35,88.5%*,-2.2%,-2.5%,-3.6%,0.1%,9.4%
O=c1c2cn[nH]c2[nH]c(=S)n1-c1ccccc1,7.9%,-0.4%,-3.0,91,-25.3%,2.2%,-0.5%,3.4%,0.3%,4.8%
Cc1cc(C)c(C(=O)COC(=O)c2cc([N+](=O)[O-])ccc2NCCO)cc1C,2.4%,0.3%,28.4,66,-33.5%,-9.0%,0.3%,-4.7%,0.8%[50 µM],8.6%
COc1ccc(CC(=O)NCc2ccc3c(c2)cc(C)n3C)cc1OC,8.5%,0.0%,0.7,42,-26.1%,-7.0%,1.9%,-7.3%,0.3%,-16.6%
c1ccc2c(c1)nc1n2CCN1,10.8%,-0.1%,0.3,36,2.9%,-5.2%,.,-3.7%,0.4%,.
CCOC(=O)C1CCN(C(=O)c2cc(COc3ccc(OC)c4ccccc34)on2)CC1,6.8%,-0.1%,2.8,53,-40.4%,5.6%,2.2%,4.6%,3.1%,-10.4%
CCCOC(=O)C1[C@H]2C(=O)N(C(C)c3ccc(OC)cc3)C[C@]23C=C[C@H]1O3 (stereo partly drawn),15.1%,-0.3%,-0.9,36,-16.0%,-4.7%,-5.5%,-3.3%,1.2%,10.9%
C/C(=N\NC(=O)c1ccc(Cl)cc1)c1cccs1,-1.7%,-0.2%,.,.,-52.7%,-1.8%,-1.9%,-6.7%,0.5%,7.3%
CC(C)c1cccc(C(C)C)c1NC(=O)CCl,3.9%,-0.3%,-0.3,60,68.4%*,12.8%,-5.8%,14.7%,0.3%,-7.0%
COc1cc(C2SCC(=O)N2c2c(C)n(C)n(-c3ccccc3)c2=O)ccc1O (stereo not drawn),15.8%,-0.2%,1.3,69,-1.9%,-3.4%,2.0%,-4.7%,0.2%,34.9%
Cc1cc(C(F)(F)F)nc(NCc2cccnc2)n1,-2.5%,0.4%,0.7,82,-9.6%,6.1%,-1.2%,-8.1%,0.4%,-18.5%
CC1CCN(C(=O)CN2C(=O)c3ccccc3S2(=O)=O)CC1,5.2%,-0.1%,1.3,75,-8.7%,-11.5%,2.2%,-3.5%,0.8%,-23.1%
COc1ccccc1C1NC(=O)NC(C)=C1C(=O)OC1CCCCC1 (stereo not drawn),10.7%,0.3%,2.4,102,27.4%,-0.7%,2.4%,-6.3%,0.7%,-4.2%
COc1cc(NC(=O)c2ccccc2)c(OC)cc1NC(=O)Cc1ccc(Br)cc1,11.6%,-0.2%,11.9,98,-1.6%,-10.6%,-1.5%,5.1%,3.5%,-111.7%[20 µM]
COc1ccc(CCNC(=O)C2=CCN(S(=O)(=O)c3ccc(F)cc3)CC2)cc1OC,.,0.2%,-2.2,36,-5.1%,-12.3%,-0.7%,3.1%,-0.1%,-20.0%
COc1ccc(OC)c2c1cc(C(=O)N[C@@H](Cc1ccccc1)C(=O)O)n2C,13.7%,0.5%,0.1,85,-2.0%,3.7%,0.9%,4.3%,2.3%[50 µM],9.3%
COc1ccc(OCc2cc(C(=O)N3CCCC(CO)C3)no2)c2ccccc12 (stereo not drawn),7.3%,-0.2%,1.9,57,-65.9%,0.8%,-3.1%,-12.6%,0.5%[50 µM],-4.3%
COCC(C)NCc1cc(Br)ccc1OC (stereo not drawn),26.2%,1.5%,-0.5,63,4.8%,1.5%,3.1%,-4.4%,i,-34.6%
O=C(CN1C(=O)c2ccccc2C1=O)NCCc1c[nH]c2ccccc12,7.0%,-0.1%,0.1,34,-22.9%,7.8%,2.4%,-19.7%,0.0%,4.8%
CSC1=C(C#N)C(c2ccc3c(c2)OCO3)C2=C(CCCC2=O)N1 (stereo not drawn),7.2%,0.4%,-0.1,82,-3.2%,5.6%,-4.9%,-3.8%,-0.1%,29.4%
COC(=O)N/N=C(\C)c1ccc2ccccc2c1OC(F)F,6.7%,0.2%,-0.4,78,-30.0%,4.1%,1.3%,2.7%,-0.1%,-52.0%
CCOC(=O)c1[nH]c(C)c(C(=O)NCc2ccc(OC)cc2)c1C,2.1%,0.3%,-1.9,69,2.6%,-25.1%,2.1%,-1.5%,-1.1%,-31.4%
O=C(CSC1=NS(=O)(=O)c2ccccc21)Nc1ccccc1,?,-0.1%,6.3,41,31.5%,-7.7%,-1.1%,10.3%,-1.0%,-57.1%
O=C(CCS(=O)(=O)c1ccc2c(c1)NC(=O)CS2)NCc1cccs1,-15.8%,0.1%,-0.6,66,-10.2%,-0.2%,-1.9%,-11.1%,-0.1%,-23.9%
O=C(/C=C/c1ccc(Br)o1)Nc1nccs1,-0.1%,-0.2%,-0.3,26,-45.4%,-1.7%,-4.0%,-9.4%,-2.1%,-13.6%
CCCNC(=O)C1CN(S(=O)(=O)c2ccc(C)cc2)c2ccccc2O1 (stereo not drawn),3.4%,-0.2%,0.9,50,-7.3%,6.9%,-2.6%,9.0%,-0.1%,-27.1%
COc1ccc(CCNC(=O)N[C@@H](Cc2ccccc2)C(=O)O)cc1,5.6%,-0.2%,2.2,75,-0.1%,6.2%,2.2%,1.0%,0.3%,-15.0%
CCCCN(C)C(=O)c1cc2cc([N+](=O)[O-])cc(OC)c2oc1=O,2.5%,0.0%,6.6,70,-17.3%,-2.9%,-5.2%,21.5%,0.4%,-19.0%
CC(C)(C)c1ccc(OCC(=O)NNC(=O)Cc2cccs2)cc1,4.5%,-0.1%,1.8,49,-4.2%,20.3%,1.1%,-3.9%,0.2%,-13.4%
NC(=O)c1ccsc1NC(=O)CN1C(=O)C2CC=CCC2C1=O (stereo not drawn),9.3%,-0.2%,-0.6,89,-11.8%,12.3%,16.4%,3.6%,0.1%,-10.8%
CCOc1cc(Br)ccc1S(=O)(=O)N1CC(C)OC(C)C1 (stereo not drawn),2.5%,0.1%,1.1,60,1.2%,1.0%,2.3%,-8.9%,4.9%,-50.8%
COc1ccc(NC(=O)NNC(=O)c2ccccc2-n2cccc2)cc1OC,-2.4%,0.2%,0.7,34,-25.9%,-4.8%,0.6%,-4.5%,0.1%,-20.6%

# Not all compounds are listed; count on the stated rates, not on these rows.
